MrgX1 allo act: allosterically activates human MrgX1 receptor signaling. MrgX1-HEK293, Fluo-4 calcium flux, FDSS; stronger effect = higher value. B-score at 10 µM. 310,000 compounds, 0.63% hits;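 active means plate-corrected calcium response at least 3 library SD above typical, normal starting fluorescence, not activating the receptor alone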;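 further: compound read alongside a low EC10 to EC30 dose of BAM8-22 agonist; peak minus trough fluorescence over baseline measured at the second addition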
Target sequence (Q96LB2 whole entry, looked up): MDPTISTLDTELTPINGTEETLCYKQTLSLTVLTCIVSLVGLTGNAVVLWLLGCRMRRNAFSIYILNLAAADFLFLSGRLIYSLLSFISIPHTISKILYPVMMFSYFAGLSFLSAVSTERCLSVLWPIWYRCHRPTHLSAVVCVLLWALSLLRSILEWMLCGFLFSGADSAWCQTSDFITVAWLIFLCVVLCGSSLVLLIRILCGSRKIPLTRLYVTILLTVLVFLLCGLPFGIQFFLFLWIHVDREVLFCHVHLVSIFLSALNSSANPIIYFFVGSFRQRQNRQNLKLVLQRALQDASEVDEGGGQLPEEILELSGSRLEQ
TRPC6 inhibitor: blocks the mouse TRPC6 cation channel. Q61143. HEK293-TRPC6, membrane potential dye, ACh-evoked depolarization; stronger effect = lower value. B-score at 10 µM. 310,000 compounds, 1.1% hits. AID 2553;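 active means B-score under library mean minus 3 SD, initial fluorescence not abnormally high, positive integrated signal ratio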;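 further: B-score derived from integrated fluorescence ratio over the kinetic read; more negative B-score means stronger inhibition of depolarization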
HDAC3 inh: human HDAC3 inhibition; recombinant HDAC3, fluorogenic peptide/trypsin coupled, fluorescence; inhibition, % at 8.3 µM; 320,000 compounds, 0.15% hits; AID 2718; in the data active means inhibition above about 26%, passing the limit was not always enough; inconclusive means no clear call, values can overlap the other calls
Target sequence (O15379 whole entry, looked up): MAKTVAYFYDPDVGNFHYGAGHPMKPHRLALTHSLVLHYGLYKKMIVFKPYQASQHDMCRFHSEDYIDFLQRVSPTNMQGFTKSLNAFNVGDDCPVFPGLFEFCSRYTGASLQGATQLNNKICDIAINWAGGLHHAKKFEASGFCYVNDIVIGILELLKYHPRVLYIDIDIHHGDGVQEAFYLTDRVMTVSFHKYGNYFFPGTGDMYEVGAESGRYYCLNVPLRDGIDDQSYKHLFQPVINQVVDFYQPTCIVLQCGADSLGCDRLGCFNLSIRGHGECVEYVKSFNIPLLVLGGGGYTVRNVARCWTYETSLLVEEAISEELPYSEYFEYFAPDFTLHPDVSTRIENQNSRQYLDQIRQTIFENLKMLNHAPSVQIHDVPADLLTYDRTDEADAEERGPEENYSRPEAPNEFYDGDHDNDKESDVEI
RGS4 pot: potentiators or activators of RGS4 | HEK293 M3R/inducible RGS4, carbachol calcium flux Fluo4; stronger effect = lower value | B-score at 10 µM | 310,000 compounds, 0.92% hits | AID 463111;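 active means B-score of the integrated calcium signal more than 4 SD below the library mean, with starting fluorescence not abnormally high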;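 further: negative B-score means reduced calcium response which marks RGS4 activation or potentiation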
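Material: M3R-expressing HEK293 line, RGS4 induced by doxycycline | Schedule: Overnight RGS4 induction, 30 min dye load 37 °C, 20 min compound RT | Measured by: Fluo4 fluorescence kinetic imaging of calcium | Read-out: Integrated calcium ratio converted to B score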
MrgX1 antag: human MrgX1 receptor antagonism, primary screen; Q96LB2; MRGX1-HEK293 calcium flux, Fluo-4, BAM8-22 antagonism; stronger effect = lower value; B-score at 10 µM; 310,000 compounds, 1.3% hits; AID 588676;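 active means calcium-response B-score plate-corrected more than 3 library SD below zero, starting fluorescence within 5 deviations, no agonist response on first addition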;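 further: peak minus trough fluorescence over baseline after final BAM8-22 challenge near maximal dose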
ANO1 activ: activators or potentiators of mouse TMEM16A chloride channel; B-score at 10 µM; HEK293 TMEM16A/YFP-H148Q/I152L, iodide quench fluorescence; stronger effect = lower value; AID 623877; Q8BHY3; 340,000 compounds, 0.3% hits;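 active means fluorescence-ratio B-score plate-corrected deviation score at least 3 library SD below zero, with starting fluorescence score within 5 deviations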;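 further: channel opened by trigger with iodide after compound preincubation; score built on the fluorescence ratio of max minus min over baseline; more negative score means more quench and so TMEM16A activation or potentiation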
MrgX1 ag: human MrgX1 receptor agonism, primary screen; Q96LB2; AID 588627; MrgX1-HEK293 cells, Fluo-4 calcium fluorescence, agonist mode; stronger effect = higher value; B-score at 10 µM; 310,000 compounds, 0.44% hits;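 active means calcium response B-score plate-corrected fluorescence ratio at least 3 library SD, with starting fluorescence B-score inside 5 SD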
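Material: MrgX1-expressing HEK293 cells; input: 15,000 cells per well; doses: test compound given as first of three sequential additions; schedule: overnight plating before 1 h dye loading; technique: Fluo-4 NW calcium-flux fluorescence, kinetic read; evaluation: baseline-normalised fluorescence change ratio, B-scored; control set: plate-wise positive and negative controls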
RGS4 block: human RGS4 inhibition | AID 463165 | HEK293 M3R/RGS4 inducible, Fluo-4 calcium flux; stronger effect = higher value; triggered by carbachol at its EC20 | B-score at 10 µM | 310,000 compounds, 0.45% hits;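 active means B-score, a plate-corrected calcium signal, over three deviations above library mean, with baseline fluorescence within five deviations of library mean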;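 further: RGS4 expression induced by doxycycline in cells with stable M3 receptor; B-score is computed from the integrated fluorescence ratio over baseline after carbachol; higher B-score means a larger calcium signal and so more RGS4 inhibition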
Target sequence (P49798 whole entry, looked up): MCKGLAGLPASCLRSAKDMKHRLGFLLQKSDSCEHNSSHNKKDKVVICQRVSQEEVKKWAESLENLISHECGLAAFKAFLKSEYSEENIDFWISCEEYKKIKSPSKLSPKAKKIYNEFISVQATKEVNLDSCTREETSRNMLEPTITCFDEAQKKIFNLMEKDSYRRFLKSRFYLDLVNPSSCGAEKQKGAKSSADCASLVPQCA
TRPC6 activator: activators of mouse TRPC6 channel; B-score at 10 µM; HEK293-TRPC6 membrane potential dye fluorescence; stronger effect = higher value; Q61143; AID 2550; 310,000 compounds, 0.13% hits;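 active means B-score of the integrated fluorescence ratio above library mean plus 3 SD, and starting fluorescence ratio within library mean plus 5 SD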;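 further: higher score means more depolarization so channel activation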
ANO1 block: inhibitors of mouse TMEM16A calcium-activated chloride channel | HEK293 TMEM16A/YFP iodide influx fluorescence, ionomycin | normalized B-score (activity score, 25-100; higher = stronger inhibition) at 10 µM | 310,000 compounds, 1.2% hits | AID 588511;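 active means ratio plate-corrected score three or more library SD toward inhibition, starting fluorescence score within five deviations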;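 further: score derived from kinetic fluorescence span divided by baseline fluorescence per well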
SKKanGAS inh: SKKanGAS growth inhibition; S. pyogenes SKKanGAS, kanamycin growth, BacTiter-Glo, 6 h; inhibition, % at 7.5 µM; 300,000 compounds, 1.3% hits; AID 1662;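 active means mean replicate score, as percent of positive control median, at least 50; inconclusive means mean below 50 but one replicate at or above 50; inactive means mean and every replicate below 50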;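 further: strain carries kanamycin resistance gene driven by streptokinase promoter and grows in 40 µg/ml kanamycin; loss of luminescence reflects streptokinase promoter inhibition or plain growth inhibition; 0% = median of DMSO wells and 100% = positive control at its reference dose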
* = called active by the depositor; i = inactive; u = inconclusive; x = no result given. This is a random part of the collection. Share with any hit: about 6.7%.

SMILES	MrgX1 allo act	TRPC6 inhibitor	HDAC3 inh	RGS4 pot	MrgX1 antag	ANO1 activ	MrgX1 ag	RGS4 block	TRPC6 activator	ANO1 block	SKKanGAS inh
CCc1ccc(-c2cc(C(=O)NCc3ccccn3)c3ccccc3n2)cc1	i	i	4	i	-5.3*	i	i	i	i	i	1
Nc1nnc(-c2ccccc2[N+](=O)[O-])o1	i	i	9	i	i	i	i	i	i	i	-3
COc1cc(CN2CCN(c3ccccc3F)CC2)c([N+](=O)[O-])cc1OC	i	i	2	i	i	i	i	i	i	i	3
CCOC(=O)c1ccccc1N/C=C/C(=O)c1cccs1	i	i	2	i	i	i	i	i	i	i	-3
Cn1c(NCc2cc(Br)ccc2O)nc2ccccc21	i	i	-12	i	i	i	i	i	i	i	-5
Cc1cc(C)c(S(=O)(=O)NCc2cccnc2)cc1C	i	i	7	i	i	i	i	i	i	i	1
CCCNS(=O)(=O)c1ccc(NC(=O)c2ccccn2)cc1	i	x	-6	x	i	i	i	x	x	i	x
Cc1nc(N2CCCC2)c2ccsc2n1	i	i	3	i	i	i	i	i	i	i	-5
CC1CCN(C(=O)CCNC(=O)c2ccccc2)CC1	i	i	-1	i	i	i	i	i	i	i	-2
CCc1nnc(SCC(=O)NC2CCCC2)nc1CC	i	i	2	i	i	i	i	i	i	i	-6
Cc1ccc(CCNS(=O)(=O)c2cc3c(cc2C)NC(=O)CO3)cc1	i	i	-4	i	i	i	i	i	i	i	-1
CC(C)CC(=O)NCc1ccc(F)cc1	i	i	-7	i	i	i	i	i	i	i	-1
CCOC(=O)c1sc(/N=C/N(C)C)nc1C	i	i	-4	i	i	i	i	i	i	i	13
Cc1ccc(Nc2nc3ccccc3s2)c(C)c1	7*	i	5	i	i	i	i	i	i	i	6
C/C(=N/NS(=O)(=O)c1ccc(Cl)cc1)c1ccc2c(c1)OCO2	i	i	-2	i	i	i	i	i	i	i	-9
O=c1c(C(c2ccc(O)cc2)c2c(O)nc3n(c2=O)CCS3)c(O)nc2n1CCS2	i	i	13	i	i	i	i	i	i	i	0
Cc1cccc(/C=C2\Sc3ccc(C(=O)N4CCC(C(N)=O)CC4)cc3N(C)C2=O)c1	i	i	4	i	i	i	i	i	i	i	-3
CCOC(=O)C(=CNc1ccccc1Cl)C(=O)OCC	x	i	x	i	x	i	x	i	i	x	4
Cc1nc2ccc(NC(=O)CCS(=O)(=O)c3ccc(Cl)cc3)cc2s1	i	i	-1	i	i	i	i	i	i	i	-4
O=C(CSc1nnc(-c2cccnc2)o1)Nc1ccccc1F	i	i	3	i	i	i	i	i	i	i	-8
O=c1onc(-c2ccc(Cl)cc2Cl)n1-c1cccnc1	i	i	-1	i	i	i	i	i	i	i	-3
CN(C)c1ccc(NC(=O)c2cccc([N+](=O)[O-])c2)c2ccccc12	i	i	7	i	i	i	i	i	i	i	-1
CC1CN(C(=O)CSc2nnc(-c3ccccc3)o2)CC(C)O1 (stereo unspecified)	i	i	1	i	i	i	i	i	i	i	-3
CCCCN(C(=O)CCC(=O)Nc1cc(C)on1)C(C(=O)NC1CCCC1)c1ccc(OC)cc1 (stereo unspecified)	i	i	4	i	i	i	i	i	i	i	-4
Cc1cnc(-c2nnc(N(C)C(=O)C3CCCO3)s2)cn1 (stereo unspecified)	i	i	-2	i	i	i	i	i	i	i	-3
CN1CCc2c(sc(NC(=O)Cc3ccc(F)cc3)c2C(N)=O)C1	i	i	-2	i	i	i	i	i	i	i	-1
Cc1ccc(N(CCC(=O)Nc2nnc(C3CC3)s2)S(=O)(=O)c2ccccc2)cc1	i	i	1	i	i	x	i	i	i	i	-3
COc1ccc(NC(=O)CS(=O)CC(=O)Nc2cccnc2)cc1 (stereo unspecified)	i	i	-4	i	i	i	i	i	i	i	-1
Fc1ccc(-c2[nH]ncc2CN2CCN(c3ccc(F)cc3)CC2)cc1	i	i	6	i	i	i	i	6.9*	i	i	29
Cc1ccc2cc(NC(=O)c3ccc(C(C)(C)C)cc3)ccc2n1	i	i	4	-8.2*	i	i	i	i	i	i	4
O=C1c2ccccc2C(=O)c2c([N+](=O)[O-])ccc(O)c21	i	x	-3	x	i	i	i	x	x	i	x
CCOc1ccc(OCC)c(S(=O)(=O)NC2CC(C)(C)NC(C)(C)C2)c1	i	i	0	i	i	i	i	i	i	i	-2
O=C(NCCC1CCCCN1S(=O)(=O)c1ccccc1)C(=O)NCc1ccc(F)cc1 (stereo unspecified)	i	i	4	i	i	i	i	i	i	i	-10
CCCNC(=O)c1ccccc1NS(=O)(=O)c1ccc(OC)c(OC)c1	i	i	0	i	i	i	i	i	i	i	2
N#CC1=C(SCC(N)=O)NC(=O)CC1c1ccccc1Cl (stereo unspecified)	i	i	2	i	i	i	i	i	i	i	1
Cc1nc2ccccn2c1C(=O)CSc1cccc(Cl)c1	i	i	10	i	i	i	i	i	i	i	4
CN1/C(=C\C(=S)Nc2ccccc2)C(C)(C)c2ccccc21	i	i	10	i	i	i	i	i	i	i	-11
COc1cc(OC)c2ccc(=O)oc2c1C(CCN1CCN(c2ccccc2)CC1)c1ccc(N(C)C)cc1 (stereo unspecified)	i	i	4	i	i	i	i	i	i	i	2
NC(=O)N/N=C/c1ccc(OCc2cccc(Cl)c2)cc1	i	i	4	i	i	i	i	i	i	i	0
Cc1nn(C(C)C(=O)Nc2ccc3c(c2)OCO3)c(C)c1[N+](=O)[O-] (stereo unspecified)	i	i	-3	i	i	i	i	i	i	i	4
CCCN(CC1CC1)C(=O)COc1ccccc1C(=O)NCc1ccccc1	i	i	-7	i	i	i	i	i	i	i	4
Cc1ccc(Sc2ncccc2N)cc1	i	i	5	i	i	i	i	i	i	i	5
Cc1ccc2c(c1)C(=O)C(=O)N2CCCOc1ccccc1C	i	i	2	i	i	i	i	i	i	i	-12
CCC(=O)Oc1ccc(C(=O)Nc2cccc(C(=O)NC(C)(C)C)c2)cc1	i	i	9	i	i	i	i	i	i	i	9
Cc1ccc(S(=O)(=O)NCCS(=O)(=O)N2CCN(c3ccc(F)cc3)CC2)cc1	i	i	-1	i	i	i	i	i	i	i	-10

Profiles, quoted from the list:
Cc1ccc2c(c1)C(=O)C(=O)N2CCCOc1ccccc1C is listed with MrgX1 allo act = i; TRPC6 inhibitor = i; HDAC3 inh = 2; RGS4 pot = i; MrgX1 antag = i; ANO1 activ = i; MrgX1 ag = i; RGS4 block = i; TRPC6 activator = i; ANO1 block = i; SKKanGAS inh = -12
O=C(NCCC1CCCCN1S(=O)(=O)c1ccccc1)C(=O)NCc1ccc(F)cc1 (stereo unspecified) is listed with MrgX1 allo act = i; TRPC6 inhibitor = i; HDAC3 inh = 4; RGS4 pot = i; MrgX1 antag = i; ANO1 activ = i; MrgX1 ag = i; RGS4 block = i; TRPC6 activator = i; ANO1 block = i; SKKanGAS inh = -10

(listing goes on)
SMILES	MrgX1 allo act	TRPC6 inhibitor	HDAC3 inh	RGS4 pot	MrgX1 antag	ANO1 activ	MrgX1 ag	RGS4 block	TRPC6 activator	ANO1 block	SKKanGAS inh
c1ccc2cc(Sc3ncnc4c3oc3ccccc34)ccc2c1	i	i	-13	i	i	i	i	i	i	i	-12
Cc1ccc(-n2nnnc2-c2cnoc2-c2cccc(F)c2)cc1	i	i	-4	i	i	i	i	i	i	i	u
CO/N=C/c1ccc(N2CCN(C(=O)c3cccc(Cl)c3)CC2)c([N+](=O)[O-])c1	i	i	2	i	i	i	i	i	i	i	2
O=C(Nc1ccc(S(=O)(=O)NC2=NCCCCC2)cc1)c1ccc(Cl)cc1Cl	i	i	x	i	i	i	i	i	i	i	17
O=C(N[C@@H](Cc1c[nH]c2ccccc12)C(=O)O)c1ccc(Cl)cc1	i	i	3	i	i	i	i	i	i	i	9
CCOc1ccc(NC(=O)CN(C)C(=O)CC2OC(=O)c3ccccc32)cc1OCC (stereo unspecified)	i	i	5	i	i	i	i	i	i	i	-19
CC1(C)CC(=O)C2=C(C1)N=C1SCCC(=O)N1C2c1ccc(C(F)(F)F)cc1 (stereo unspecified)	i	i	7	i	i	i	i	i	i	i	-17
N#Cc1nc(-c2ccccc2)oc1N1CCC(C(N)=O)CC1	i	i	-45	i	i	i	i	i	i	i	2
Cc1cc(C(=O)C(C)OC(=O)C2=NNC(=O)CC2)c(C)n1-c1ccc(OC(F)F)cc1 (stereo unspecified)	i	i	5	i	i	i	i	i	i	i	8
COc1ccc(S(=O)(=O)N[C@@H](CSCc2ccccc2)C(=O)O)cc1	i	i	6	i	i	i	i	i	i	i	x
O=c1nc(Nc2ccccc2)oc2ccccc12	i	i	0	i	i	i	i	i	i	i	1
COc1cccc(NC(=O)CCCCCn2nnc3ccccc3c2=O)c1	i	i	-1	i	i	i	i	i	i	i	-3
Cc1ccc(CNC(=O)c2cn(C3CCCCC3)c(=O)c3c2c2ccccc2n3C)o1	i	i	-11	i	i	i	i	6.1*	i	i	20
S=c1nc[nH]c2c1ncn2C1CCCO1 (stereo unspecified)	i	i	12	i	i	i	i	i	i	i	2
CC1CC1C(=O)OCC(=O)c1c(N)n(C)c(=O)n(C)c1=O (stereo unspecified)	i	i	2	i	i	i	i	i	i	i	5
CS(=O)(=O)N1CCc2cc(C(=O)N3CCN(c4ccccc4)CC3)ccc21	i	i	x	i	i	i	i	i	i	i	-1
NC(=O)c1ccc(SCC(=O)OCC(=O)N2CCCC2=O)c([N+](=O)[O-])c1	i	i	-2	i	i	i	i	i	i	i	17
Cc1ccc(C(=O)N2CCN(c3cnn(C)c(=O)c3Cl)CC2)cc1	i	i	4	i	i	i	i	i	i	i	-9
O=C(CS(=O)(=O)c1cn(Cc2ccc(Cl)cc2)c2ccccc12)N1CCOCC1	i	i	x	i	i	i	i	i	i	i	-3
Cc1ccc(CC2C(=O)N(CC(=O)O)C(=O)C2C)cc1 (stereo unspecified)	i	i	-1	i	i	i	i	i	i	i	-7
CC(C(=O)Nc1ccccn1)c1ccccc1 (stereo unspecified)	i	i	-2	i	i	i	i	i	i	i	-1
Nc1cc(Cl)nnc1Cl	x	i	x	i	x	i	x	i	i	x	-5
c1ccc(N2CCN(c3ccccc3)C2c2ccncc2)cc1	i	i	-1	i	i	i	i	i	i	i	5
